HttQ103 aggreg: reduces HttQ103-GFP aggregates in PC12 cells | PC12 HttQ103-GFP aggregates, Acumen cytometry, 40 h | Potency, µM (titrated, usually from 46.1 µM), for inactives: at the top dose activity change, negative = inhibition, usual class: inhibitors | actives 1.1% (n = 220,000) | AID 1688; also: potency is read from the fitted curve at half-maximal effect; % is scaled to controls: 0 for no effect and ±100 for the full control effect; nearly all actives have a fitted effect of over 60% in size
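Steps: seed 1500 PC12 HTTQ103-GFP cells/well; add tebufenozide, 100 nM final; add compound titration; add ATPLite reagent; quantify GFP aggregates by laser scanning cytometry.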
IMPase Li inh: cell-permeable IMPase inhibitors with lithium potentiation; CHO-M1 cells, IP1 TR-FRET (IP-One), carbachol + lithium; Potency, µM (highest dose often 59.4 µM), for the others: at the highest dose activity, negative = IMPase inhibition, hits mostly inhibitors; actives 0.35% (n = 210,000);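 also: IP1 builds up when IMPase is blocked and the TR-FRET signal falls; potency is read from the fitted curve at half-maximal effect; plate controls were basal vehicle for no effect and high inhibitor control for full effect; nearly all actives have a fitted effect of over 50% in size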
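CHO cells stably expressing M1 receptor (2000/well) were cultured 16–30 h, then exposed to compounds with a small lithium addition for 30 min at 37C. IP1 was measured by TR-FRET competition; AC50 from Hill fits.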
CBFb-RUNX1 inh: CBF-beta/RUNX1 interaction disruption; Q01196+Q13951; AlphaScreen CBFb-His/RUNX1-biotin binding, biochemical; Potency, µM (highest dose often 59.8 µM), without a hit: at the highest dose activity, negative = inhibition, hits mostly inhibitors; 230,000 tested, under 10 active; also: % of control where 0% means no effect
Target sequence (Q01196 whole entry, looked up): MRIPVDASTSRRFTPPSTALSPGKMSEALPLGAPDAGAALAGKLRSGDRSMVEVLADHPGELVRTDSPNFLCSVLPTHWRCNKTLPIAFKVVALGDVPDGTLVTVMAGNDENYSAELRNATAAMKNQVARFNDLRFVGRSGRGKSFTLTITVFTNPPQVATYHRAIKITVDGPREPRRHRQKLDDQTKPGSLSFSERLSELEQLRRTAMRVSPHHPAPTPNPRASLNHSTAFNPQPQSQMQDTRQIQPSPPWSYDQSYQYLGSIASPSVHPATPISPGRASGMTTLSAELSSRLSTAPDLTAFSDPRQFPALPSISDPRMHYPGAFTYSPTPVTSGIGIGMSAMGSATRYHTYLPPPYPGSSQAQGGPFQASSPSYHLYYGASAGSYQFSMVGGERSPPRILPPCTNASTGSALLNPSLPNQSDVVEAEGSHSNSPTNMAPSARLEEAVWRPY
Target sequence (Q13951 whole entry, looked up): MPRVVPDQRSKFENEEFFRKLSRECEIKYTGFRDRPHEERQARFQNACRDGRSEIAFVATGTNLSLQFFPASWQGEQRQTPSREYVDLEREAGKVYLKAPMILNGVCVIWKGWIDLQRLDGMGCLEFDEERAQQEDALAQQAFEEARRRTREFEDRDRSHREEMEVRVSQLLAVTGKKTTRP
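His-tagged CBF-beta and biotinylated RUNX1 (30 nM each) were premixed 20 min at room temperature, exposed to compound for 15 min, then given nickel-chelate and streptavidin AlphaScreen beads (50 ng each). After 90 min, AlphaScreen signal was read.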
KinaseGlo FLuc: Kinase-Glo luciferase inhibition (counter-screen); Q27757; Kinase-Glo luciferase, ATP luminescence, 8 min; Potency, µM (doses to about 38.3 µM), inactives show top-dose activity change, negative = inhibition, actives largely listed as inhibitors; actives 0.28% (n = 200,000); AID 1379; also: potency is read from the fitted curve at half-maximal effect; % is scaled to controls: 0 for no effect and ±100 for the full control effect; nearly all actives have a fitted effect of over 60% in size
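Luminescence was the read-out, taken after 8-minute incubation at ambient temperature. Luciferase turned over luciferin with 10 uM ATP in imidazole pH 7.2 buffer containing KCl, MgCl2, Tween 20 and BSA.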
Epigenetic derep: derepresses silenced GFP reporter in murine cells. Potency, µM (doses to about 53.9 µM), for the others: top-dose GFP activation, hits mostly activators. AID 1865. murine LDR cells, GFP reporter derepression, 30 h. actives 0.2% (n = 280,000); also: potency is read from the fitted curve at half-maximal effect; % of control where 0% means no effect; nearly all actives have a fitted effect of over 60% in size
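Reporter derepression read as number of fluorescent GFP-positive objects, 20-120 um in size, counted by laser-scanning cytometer. Mouse LDR line with an epigenetically silenced CMV-GFP locus; compound incubation 30 h, 37 C.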
L3MBTL1 block: blocks human L3MBTL1; AlphaScreen L3MBTL1–H3K9me1 peptide binding; Potency, µM (titrated, usually from 57.1 µM), inactives show top-dose activity, negative = inhibition, hits mostly inhibitors; actives 0.66% (n = 230,000); also: potency is read from the fitted curve at half-maximal effect; % is scaled to controls: 0 for no effect and ±100 for the full control effect; nearly all actives have a fitted effect of over 60% in size
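AlphaScreen proximity signal between nickel-chelate acceptor and streptavidin donor beads (final 10 ug/mL) reports binding of 50 nM L3MBTL1 to 75 nM biotin-H3 K9me1 peptide; complex incubated with compounds 30 min at room temperature; cefsulodin titration as control.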
NPSR antagonist: neuropeptide S receptor (human) antagonism, cAMP | CHO-NPSR cells, cAMP TR-FRET, antagonist mode | Potency, µM (top dose mostly 38.3 µM), inactives show at the top dose activity change, negative = inhibition, most hits filed as inhibitors | actives 1% (n = 220,000); also: potency is read from the fitted curve at half-maximal effect; % is scaled to controls: 0 for no effect and ±100 for the full control effect; nearly all actives have a fitted effect of over 50% in size; many of its hits are not listed in these tables
Target sequence (Q6W5P4 whole entry, looked up): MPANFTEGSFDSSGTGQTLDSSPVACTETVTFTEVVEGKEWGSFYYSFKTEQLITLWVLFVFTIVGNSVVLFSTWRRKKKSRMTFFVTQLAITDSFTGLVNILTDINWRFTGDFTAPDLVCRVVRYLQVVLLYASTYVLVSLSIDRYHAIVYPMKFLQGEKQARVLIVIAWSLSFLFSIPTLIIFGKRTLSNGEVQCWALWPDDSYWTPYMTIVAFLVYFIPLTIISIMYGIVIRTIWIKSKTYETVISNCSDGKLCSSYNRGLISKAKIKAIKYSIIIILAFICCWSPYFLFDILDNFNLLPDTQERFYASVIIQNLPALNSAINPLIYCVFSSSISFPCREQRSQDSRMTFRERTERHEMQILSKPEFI
An asterisk follows results filed as active; ? = inconclusive; · = not tested or not shown; & = joins results of further samples; [ ] = dose if it differs, or a comment. Calls follow the shape of the dose curve; as a rule, active = well fitted curve in the direction sought with a large enough effect; inconclusive = small, poorly fitted or top-dose-only effect, or another doubt; inactive = no such curve, though single readings can be large; an effect the other way counts as inactive or inconclusive. A portion of the library (hit frequency here may not be typical).

Order of results: IMPase Li inh, L3MBTL1 block, CBFb-RUNX1 inh, NPSR antagonist, KinaseGlo FLuc, Epigenetic derep, HttQ103 aggreg
Cc1nnc(NC(=O)C2CCN(S(=O)(=O)c3ccc(Cl)cc3)CC2)s1
 : -2%, 10%, 10%, 15%, -1%, -0.6%, 3%
Cn1c(=O)oc2cc(S(=O)(=O)N3CCC(C(=O)Nc4ccc(OC(F)(F)F)cc4)CC3)ccc21
 : 3%[38.3 µM], 16%, 4%, 0%[46.1 µM], 1%, -0.8%, -30%
COCCCNC(=O)c1oc2ccc(S(=O)(=O)N(C)C3CCCCC3)cc2c1C
 : ·, 2%, 7%, ?, ·, -1.1%, 2%
CCOc1ccc(Oc2ccc(Cl)cc2N)cc1
 : 18%, 9%, 7%, -38%, 3%, 0.9%, 1%
CCOC(=O)N/N=C\c1ccc(OC(=O)c2ccc3c(c2)OCO3)cc1
 : 13%, ·, -5%, -9%, -9%, -2.1%, 1%
Cc1ccc(Nc2nnc(SC/C(O)=C(\C#N)c3nc4ccccc4[nH]3)s2)c(C)c1
 : 9%, -5%, -1%, 4%, 2%, -1.0%, -17%
O=C(O)C1CCCN1C(=O)OCc1ccccc1 (configuration not stated)
 : -4%[38.3 µM], -4%, 1%, -2%[46.1 µM], 1%, -1.1%, -1%
Cc1cccc(N2CCN(C(=O)c3cn4ccccc4n3)CC2C)c1 (configuration not stated)
 : 10%, ·, -4%, -18%, -10%, 8.6%, -5%
CCOc1ncccc1C(=O)OCC(=O)N1CCc2ccccc21
 : 0%, 9%, 4%, 8%, -5%, -1.6%, 6%
CCn1c(C)cc(=S)c2ccccc21
 : ?, -4%, 0%, ?, -22%, 44%, ?
CC1CCc2c(cnc3ncnn23)C1 (configuration not stated)
 : ·, ·, 7%, 12%, ·, -2.2%, 10%[9.22 µM]
CC(CCCC(C)(C)O)NCc1cn[nH]c1-c1ccc2c(c1)OCO2 (configuration not stated)
 : 10%, 6%, 12%, -16%, 5%, 0.0%, -12%
CCC1(C)Cc2ccccc2-c2nc(NCCCO)[nH]c(=O)c21 (configuration not stated)
 : ·, 7%, 9%, 4%, ·, -1.0%, 15%[9.22 µM]
COc1ccc(N2CCCn3c2nc2c3c(=O)n(CCN3CCOCC3)c(=O)n2C)cc1
 : ·, -2%, 0%, 12%[46.1 µM], ·, -3.8%, 19%
NC(=O)c1c(NC(=O)CN2C(=O)CCC2=O)sc2c1CCCCC2
 : 21%[38.3 µM], 6%, 7%, -7%[46.1 µM], 0%, 0.0%, -13%

Given bar-delimited: part of the list above
Compound | IMPase Li inh | L3MBTL1 block | CBFb-RUNX1 inh | NPSR antagonist | KinaseGlo FLuc | Epigenetic derep | HttQ103 aggreg
O=C(O)C1CCCN1C(=O)OCc1ccccc1 (configuration not stated) | -4%[38.3 µM] | -4% | 1% | -2%[46.1 µM] | 1% | -1.1% | -1%
Cc1cccc(N2CCN(C(=O)c3cn4ccccc4n3)CC2C)c1 (configuration not stated) | 10% | · | -4% | -18% | -10% | 8.6% | -5%
CCOc1ncccc1C(=O)OCC(=O)N1CCc2ccccc21 | 0% | 9% | 4% | 8% | -5% | -1.6% | 6%
CCn1c(C)cc(=S)c2ccccc21 | ? | -4% | 0% | ? | -22% | 44% | ?

(continued)
Order of results: IMPase Li inh, L3MBTL1 block, CBFb-RUNX1 inh, NPSR antagonist, KinaseGlo FLuc, Epigenetic derep, HttQ103 aggreg
CCOC(=O)c1c(NC(=S)NC(=O)/C=C/c2cccs2)sc(C)c1C
 : ·, 0%, 1%, -17%[46.1 µM], ·, 1.7%, 29%
Cc1ccc(S(=O)(=O)N(CCC#N)CCN2CCCC2)cc1
 : -13%[38.3 µM], 3%, -5%, 1%[46.1 µM], 11%, 0.7%, -6%
O=C(CN1CCN(C2CCCCC2)CC1)Nc1ccccc1-c1ccccc1
 : 19%, -1%, 3%, 1%[46.1 µM], 5%, -4.6%, -13%
CCCc1cc(=O)[nH]c(SCC(=O)N(CC)Cc2ccccc2)n1
 : 4%[38.3 µM], 1%, 4%, -4%[46.1 µM], 1%, -1.0%, 21%
CCn1c(SCC(=O)c2ccccc2)nnc1-c1cccs1
 : -9%[38.3 µM], 2%, 4%, -17%[46.1 µM], -4%, 1.7%, -10%
O=C(c1ccccc1)N1CCN=C1SCc1ccc([N+](=O)[O-])cc1
 : 7%, 5%, -6%, -22%[46.1 µM], 0%, 1.1%, ?
CC(C)c1nc2ccc(NC(=O)C34CC5CC(CC(C5)C3)C4)cc2[nH]1
 : 33%[activator][38.3 µM], ·, 0%, -8%[46.1 µM], -3%, 0.1%, 16%
CC12CS(=O)(=O)CC1SC(=S)N2Cc1ccccc1 (configuration not stated)
 : -2%, ·, 5%, 9%, 2%, -4.6%, 6%
c1ccc(N2CCN(Cc3nc4ccccc4[nH]3)CC2)nc1
 : -5%, ·, 7%, ·, -2%, 0.2%, ·
COc1cc(C)c(NC(=S)Nc2ccc(Cl)c(Cl)c2)cc1OC
 : 3%, 14%, 3%, -13%[46.1 µM], -2%, 0.0%, ?
O=C1CCC(C(=O)O)(c2ccccc2)C1 (configuration not stated)
 : 4%[38.3 µM], 6%, 10%, 13%[7.67 µM], 0%, -0.8%, 4%
O=C(O)Cn1c(=S)sc2ccccc21
 : -10%, 4%, 5%, 2%, 2%, 2.7%, 4%[9.22 µM]
COc1ccc(CCNC(=O)CSc2nc3[nH]ncc3c(=O)[nH]2)cc1OC
 : -6%, 12%, 16%, 13%, -3%, 0.0%, 12%
CCCCn1c(SCC(=O)N(C)C2CCS(=O)(=O)C2)nc2cc(S(N)(=O)=O)ccc21 (configuration not stated)
 : ·, ·, 7%, 11%, ·, 2.1%, -4%[9.22 µM]
CCn1c(SCc2ccccc2Cl)nc2nc3c(cc2c1=O)CCCC3
 : 25%, -2%, -20%, -26%, -3%, 6.9%, ?
Cc1ccc(C(C)C)c(OCc2nnc(SCC(=O)Nc3nccs3)n2C)c1
 : 14%[38.3 µM], 5%, 0%, -12%[46.1 µM], 3%, 1.1%, ?
COc1ccc(/C=N/n2cncn2)cc1CSc1ccccn1
 : 26%[38.3 µM], 15%[11.4 µM], 6%, -2%[46.1 µM], -5%, -1.9%, -1%
COc1ccc(C(=O)Nc2cccc(C(=O)N3CCCC3)c2)cc1
 : 13%[38.3 µM], -3%, 3%, -3%[46.1 µM], -1%, -1.1%, -2%
CC(C)(C)c1ccc(-c2nc(-c3ccncc3)no2)cc1
 : 6%, 9%, -10%, ?, 1%, 2.0%, ?
COc1ccc(OC)c(NC2=NC3(CCCC3)N=C(N)N2)c1
 : 18%[38.3 µM], ·, -26%, ?, 1%, -1.1%, 0%
CCC(=O)Nc1ccc(NC(=O)Cc2ccccc2)cn1
 : 0%[38.3 µM], 6%, 4%, 1%[46.1 µM], 3%, 0.7%, -2%
CCCNC(=O)N[C@@H](Cc1ccccc1)C(=O)OC
 : -8%[38.3 µM], ·, -2%, -4%[46.1 µM], 8%, 0.0%, -1%[9.22 µM]
CN1CCN(c2nc(-c3ccccc3)cc(C(F)(F)F)n2)CC1
 : 18%[38.3 µM], -5%, 1%, -4%[46.1 µM], 5%, -1.9%, 9%
CN(Cc1ccccc1)S(=O)(=O)c1ccccc1[N+](=O)[O-]
 : 10%, -4%, 5%, 23%, ·, 2.3%, -14%[9.22 µM]
C#CCCCc1nc2ccccc2c(=O)n1N
 : 3%, 2%, 0%, 7%, 1%, 4.5%, 12%
OC1CCCN(Cc2ccc3ccc4cccc5ccc2c3c45)C1 (configuration not stated)
 : 5%[38.3 µM], 1%, 1%, 7%[46.1 µM], 1%, 3.1%, ?
CCOC(=O)Nc1ccc(S(=O)(=O)Nc2nccc(C)n2)cc1
 : 14%[38.3 µM], -1%, 5%, -1%[46.1 µM], 0%, -1.1%, -11%
COc1ccccc1C(=O)Nc1nc2cc3c(cc2s1)OCO3
 : ·, ·, 9%, -7%, ·, -1.0%, 5%[9.22 µM]
CCOC(=O)C1C2C=CC3(CN(Cc4cccs4)C(=O)C13)O2 (configuration not stated)
 : 13%[38.3 µM], ·, 3%, -3%[46.1 µM], -1%, 0.0%, -9%
CC(C)(C)OC(=O)NCC12C=CC(O1)C1C(=O)N(Cc3ccccc3)C(=O)C12 (configuration not stated)
 : 5%, 0%, 7%, -10%[46.1 µM], 0%, 2.3%, -9%
COc1ccc(C2=Nc3ccccc3OC2)cc1
 : 37%[activator][38.3 µM], ·, -1%, -15%[46.1 µM], -11%, 4.0%, 34%
Cc1ccc(-c2nn(-c3ccccc3)cc2C(=O)OCC(=O)Nc2ncc(Cl)cc2Cl)cc1
 : -2%, -11%, 2%, -28%, 0%, ?, -3%
c1ccc(Oc2cccc(CN3CCCCC3)c2)cc1
 : 23%[38.3 µM], ·, -2%, -5%[46.1 µM], 0%, -4.4%, -2%[9.22 µM]
COC(=O)c1cccc(C23CC4(C2)[C@H](CN(Cc2ccc(-c5ccccc5)cc2)[C@@H]4c2ccccc2)C3c2ccc(Cl)nc2)c1 (some centres not stated)
 : -12%, ·, 4%&7%, 11%, -5%, 0.4%&3.2%, 32%[9.22 µM]
COc1ccc(CC(=O)NNc2ncnc3c2cnn3-c2ccc(C)cc2)cc1OC
 : -11%, 2%, 0%, 11%, 1%, 0.0%, -12%
CC(C)CC(=O)NC(=S)Nc1cccc(NC(=O)c2ccccc2)c1
 : 12%, -3%, 10%, -10%, -6%, 2.2%, ?
CCOC(=O)C1=C(c2ccccc2)Nc2nc(C)nn2C1c1cccc(OC)c1OC (configuration not stated)
 : -10%[38.3 µM], 1%, 8%, -14%[46.1 µM], 2%, -1.1%, 1%
N#Cc1ccc(CSc2nnc(-c3cccc(S(=O)(=O)N4CCCCC4)c3)o2)cc1
 : 15%, -10%, 11%, 0%[46.1 µM], 2%, -0.9%, -16%
CCc1nc2cc(Cl)c(Cl)cc2nc1CC
 : ·, 15%, 12%, -4%[7.67 µM], ·, -0.3%, 8%[9.22 µM]
CC1=C(C#N)C(=O)NC(=O)/C1=C\c1ccc(-c2ccc(C)cc2[N+](=O)[O-])o1
 : 6%, 25µM*, -11%, -14%, -4%, 1.8%, 4%
Cc1cccc2nc(CSc3nc4ccccc4o3)cn12
 : 15%, -4%, ?, 15%, -4%, 2.6%, -8%
COc1cccc(/C=N/NC(=O)c2c(-c3ccccc3)noc2C)c1O
 : -10%[38.3 µM], -4%, -13%, -7%[46.1 µM], -3%, 0.8%, ?
Cn1c(CS(=O)Cc2c(Cl)cccc2Cl)nnc1SCc1ccc(Cl)cc1 (configuration not stated)
 : 24%[38.3 µM], -8%, 0%, -3%[46.1 µM], 3%, -1.2%, -21%
NCC1O[C@H](O[C@@H]2C(O)[C@H](O[C@H]3OC(CO)C(O)C(N)C3O)[C@@H](N)C[C@H]2N)[C@@H](N)CC1O (some centres not stated)
 : -12%, ·, -1%, ·, -3%, 2.7%, ·
